Tn6 DDE FP: inhibitors of Tn6 peptide binding to human fibrin DD(E). Fibrin DD(E) TRITC-Tn6 fluorescence polarization displacement. P02675. actives 0.21% (n = 370,000). inhibition, % at 8.3 µM;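 active = inhibition above a per-campaign cutoff: mean of compounds within control limits plus 3 SD, cut at about 15% in these data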;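 note: 0% = median of all compound wells on the plate and 100% = blocking peptide control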
Tn7 DDE FP: inhibitors of Tn7 peptide binding to human fibrin DD(E). AID 720508. actives 0.13% (n = 370,000). FP displacement of FITC-Tn7 peptide from fibrin DD(E); 0% = median of compound wells per plate. inhibition, % at 8.3 µM. P02675;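 active = inhibition above the mean of compounds falling within the control limits plus 3 SD of them, cut at about 14% in these data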;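 note: 0% = plate median of compound wells and 100% = 10 µM Aha-Tn7 peptide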
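System: human fibrin DD(E); quantity: Fibrin-DD(E) at 2 µM final; also added: fluorescent Tn7 probe at 0.1 µM; compound dosing: single nominal test concentration of 8.3 µM per compound; schedule: 10 min preincubation, 3 h with tracer, room temperature; detection: fluorescence polarization of the labelled Tn7 tracer; repeats: one replicate per compound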
HGIII-sPLA2 inh: Inhibits HGIII-sPLA2 liposome hydrolysis, primary screen; QFRET BODIPY PC-A2 liposome hydrolysis, fluorescence; actives 0.56% (n = 370,000); inhibition, % at 12.2 µM; AID 743126;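 active = inhibition above mean plus 3 SD of compounds lying within the high and low control bounds, cut at about 19% in these data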;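 note: 0% = median of test compound wells and 100% = no enzyme DMSO wells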
PLC-gamma1 inh: PLC-gamma1 (human) inhibition, primary screen | inhibition, % at 12.2 µM | actives 0.84% (n = 370,000) | purified PLC-gamma1, fluorogenic substrate, fluorescence | AID 720700 | P19174; in the data active = inhibition above about 9.5%
NR1D1 modulator: modulators of human Rev-erb alpha DNA binding; AID 1259318; activity, % at 10 µM; Rev-erbα–FITC-DNA binding, fluorescence polarization, 90 min; P20393; actives 0.79% (n = 370,000);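 active = activity above about 14%, limit read from the data; passing the limit was not always enough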;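 note: 0% = DMSO wells with 35 nM protein and 100% = DMSO wells with 750 nM protein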
PLCb3 inh: inhibitors of human phospholipase C beta3. Q01970. Purified PLC-beta3, fluorogenic substrate, fluorescence. actives 0.18% (n = 370,000). inhibition, % at 12.2 µM. AID 720704; in the data active = inhibition above about 11%;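 note: 0% = median of compound wells on plate and 100% = full blocker control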
ASAP1 inh: blocks human ASAP1-stimulated Arf1 GTP hydrolysis; Q9ULH1; actives 0.19% (n = 360,000); inhibition, % at 16.5 µM; GDP FP detection; in the data active = inhibition above about 25%;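 note: 0% = vehicle with enzyme and substrate and 100% = no enzyme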
KLK7 zymogen act: proKLK7 (human) activation, primary screen | purified proKLK7, EDANS-DABCYL substrate fluorescence; 100% is mature enzyme control, 0% vehicle | activation, % at 7 µM | actives 0.9% (n = 370,000);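 active = activation above the mean of all tested compounds plus 3 SD, computed per campaign excluding outliers beyond control limits, cut at about 13% in these data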
ARFGAP1 inhibitor: inhibitors of rat ARFGAP1; Arfgap1-stimulated ARF1 GTP hydrolysis, GDP FP detection; inhibition, % at 16.5 µM; actives 0.26% (n = 360,000);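 active = inhibition above a per-plate limit, mean inhibition of low control wells plus 3 SD, cut at about 25% in these data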;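 note: 0% = DMSO wells with enzyme and 100% = wells lacking Arfgap1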
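material = rat Arfgap1 catalytic domain, aa 1-136 | also added = human ARF1(Δ1-17)-GTP substrate | compound dosing = one concentration, 16.5 µM, DMSO 1.26% | times = GTP hydrolysis reaction 2 h at 25 °C | measured by = FP, GDP Alexa 633 tracer displaced from anti-GDP antibody, 620/688 nm | evaluation = percent inhibition of Arfgap1-stimulated GTP hydrolysis | replication = single well per compound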
UHRF1 MBD2 ctr: blocks human UHRF1 binding to methylated DNA. Q96T88. UHRF1 binding to methylated oligo, TR-FRET. inhibition, % at 4.4 µM. actives 0.75% (n = 370,000); in the data active = inhibition above about 21%;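 note: UHRF1 SRA domain binding a hemimethylated CpG hairpin DNA probe; 0% = median of test compound wells and 100% = reference inhibitor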
* = called active by the depositor.

#	Molecule	Tn6 DDE FP	Tn7 DDE FP	HGIII-sPLA2 inh	PLC-gamma1 inh	NR1D1 modulator	PLCb3 inh	ASAP1 inh	KLK7 zymogen act	ARFGAP1 inhibitor	UHRF1 MBD2 ctr
1	COc1ccc(CCNC(=O)CCSc2nc(-c3ccco3)cc(C(F)(F)F)n2)cc1OC	2	-2	-1	6	-1	5	-6	0.4	3	-2
2	CC(C)(C)SCCNC(=O)CN(c1ccccc1)S(=O)(=O)c1ccccc1	-1	-1	7	1	0	4	-4	0.7	-6	2
3	NC(=O)c1ccc(-n2nnnc2Oc2ccc(Br)cc2)cc1	-5	1	-3	0	-3	-5	-6	-0.1	-12	1
4	CCn1c(SCC(=O)NC(=O)NCc2ccco2)nc2sc(C)c(C)c2c1=O	-1	-2	-2	-1	-7	-3	-7	-0.2	-10	15
5	Cc1ccc2cccc(Oc3cnccn3)c2n1	-5	-6	-1	5	4	5	0	0.0	3	1
6	Cc1ccc(NC(=O)Cc2cn3ccsc3n2)nc1	-5	2	5	-1	2	1	3	0.1	-2	2
7	Cc1cccc(CCNS(=O)(=O)c2cnc[nH]2)c1	-5	6	-13	0	0	-1	-2	-0.1	3	3
8	CS(=O)(=O)c1ccc(-c2cccc(NC(=O)c3ccc4c(c3)OCO4)c2)nn1	6	-5	10	4	4	8	4	0.1	15	-1
9	COc1ccc(CN(C)Cc2nc3cc(OC)c(OC)cc3c(=O)[nH]2)c(OC)c1	-2	-5	7	2	1	-10	-3	0.4	8	5
10	CC1CCC(NC(=O)CN(C)S(=O)(=O)c2ccc3c(c2)CCC(=O)N3)CC1 (stereo unspecified)	0	-8	2	-2	1	-6	-7	-0.1	-8	-2
11	CCc1ccccc1NS(=O)(=O)c1c(C(=O)N2CCCCCC2)c(C)n(C)c1C	-1	7	3	-1	-1	-4	-11	0.4	3	21*
12	CCc1ccc(NC(=O)Nn2cnnc2)cc1	1	-6	-4	-2	-2	-1	1	0.0	2	-1
13	Cc1ccccc1-c1nc(CS(=O)(=O)CC(=O)NCc2ccco2)c(C)o1	0	2	-16	-2	-5	-9	-3	0.2	-11	0
14	O=C(CN(c1ccc(F)cc1)S(=O)(=O)c1ccccc1)NC1CC2CCC1C2 (stereo unspecified)	-7	1	-4	1	-7	-9	13	-0.5	5	1
15	C=CCNC(=O)c1ccccc1NC(=O)COc1ccc(OC)cc1	8	7	4	-1	0	1	7	-0.5	23	4
16	O=C(COC(=O)CNC(=O)c1ccc(Cl)c([N+](=O)[O-])c1)NC(=O)CN1CCCC1=O	2	-1	5	2	-3	-7	-6	-0.5	13	-1
17	CCOC(=O)N1CCN(C(=O)c2cn(C)c3ccc(S(=O)(=O)N(CC)CC)cc3c2=O)CC1	-10	-6	18	0	2	-3	-10	-0.3	5	6
18	Cc1cccc(C)c1C(O)c1ncc(-c2cccc3ccccc23)[nH]1 (stereo unspecified)	13	1	-5	-11	4	-14	-6	1.3	7	-1
19	Cc1c(NC(=O)c2ccc(S(=O)(=O)N(C)C)cc2)cccc1-n1cnnn1	1	-5	3	-1	1	-9	-14	0.1	-4	-1
20	O=C(NCC1CC1)c1cccc2c(-c3ccc(F)c(F)c3)coc12	0	8	8	1	-5	-4	5	-0.5	0	1
21	CCCN1C(=O)/C(=C\c2nc3ccccc3c(=O)[nH]2)c2ccccc21	2	5	0	-14	-9	-22	-9	-0.8	-17	-1
22	O=C(O)CCC/C=C\C[C@@H]1[C@@H](/C=C/[C@@H](O)COc2cccc(Cl)c2)[C@H](O)C[C@@H]1O	1	-2	-7	-2	4	-3	-6	-0.9	-9	0
23	Cn1c(N)c(C(=O)COC(=O)/C=C/c2cccc(Br)c2)c(=O)n(C)c1=O	-2	-9	0	-1	2	-3	-2	-0.3	1	-3
24	CCOC(=O)C1CCN(C(=O)COC(=O)c2nc3nc(C)cc(C)n3n2)CC1	-5	3	3	1	5	-10	-3	-0.6	-9	5
25	NC(=S)Nc1ccc2c(c1)OCO2	2	-4	3	3	-3	-3	-9	-0.3	6	0
26	Cc1nnc(NN)n(N)c1=O	2	0	0	0	-6	-8	4	-0.8	9	-1
27	O=C(Cn1cnc2ccccc2c1=O)Nc1ccc2c(c1)CCC2	3	-5	-2	5	-3	2	5	0.3	-1	4
28	COc1cccc(NC(=O)Cc2ccccc2)c1	-2	2	-4	0	7	-1	1	0.0	0	2
29	CC(C)CCNc1ncnc2c1nnn2Cc1ccccc1	6	-6	2	6	1	-2	-5	-0.3	-9	3
30	Cc1ccc(C)c(NC(=S)N2CCN(S(C)(=O)=O)CC2)c1	3	6	2	-1	1	-5	-3	0.6	1	-1
31	O=C(/C=C\Nc1ccccn1)c1ccccc1	6	0	1	-20	6	-21	9	0.2	8	-4
32	Fc1ccc(-c2ccc3c(c2)C2CC3CCN2Cc2ccc3c(c2)OCO3)cc1 (stereo unspecified)	6	1	8	-1	-5	-3	4	-0.2	18	0
33	CCNC(=O)NC1(C(=O)N2CCC(Cc3ccccc3)CC2)CCCCC1	3	3	10	-1	-3	-7	11	0.3	-5	1
34	CC(C)C(c1nnnn1Cc1ccc2c(c1)OCO2)N1CCN(C)CC1 (stereo unspecified)	0	5	0	1	-4	-1	4	-0.4	2	1
35	CCCCOc1ccc(/C(N)=N/O)cc1	0	-8	2	1	-1	2	2	0.0	5	-2
36	Clc1cccc(Cc2c(-c3cccc(Br)c3)nc3c4ccccc4ccn23)c1	0	3	1	-5	-4	-12	-3	-0.9	-8	4
37	CSc1ccccc1NC(=O)CN(C)CC(=O)Nc1ccc(Cl)cc1[N+](=O)[O-]	-7	-6	-4	1	5	-4	-10	0.1	0	0
38	COc1ccnc(CN(C)C(=O)C2CCC(=O)N(Cc3cccc(C(F)(F)F)c3)C2)c1 (stereo unspecified)	4	0	5	-3	-2	-4	-1	-0.2	-3	-2
39	Cc1cc(C)nc(SCCC(=O)Nc2ccccc2Cl)n1	1	6	0	-2	5	-7	-2	0.0	-8	0
40	O=C(NCCN1CCOCC1)/C(=C/c1ccco1)NC(=O)c1ccccc1	5	1	3	-3	0	-6	-2	0.1	10	-5
41	CC(C)(C)c1ccc(OCC(=O)NNC(=O)Nc2ccccc2)cc1	0	3	-54	0	-4	-4	7	-0.4	17	0
42	COC(=O)c1ccc(/C=N/Nc2nc3ccccc3[nH]2)cc1	-9	-6	-6	-55	-3	-62	11	-0.1	-5	-2
43	Cc1nnc(NCC=Cc2ccccc2)s1	2	-8	7	6	3	6	-1	0.6	1	1
44	COc1ccc(N2CCN(C(=S)Nc3ccc(S(N)(=O)=O)cc3)CC2)cc1	9	9	2	0	0	2	-7	0.2	-2	-1
45	COc1ccc(C(C(=O)NC2CCCCC2)N(Cc2ccco2)C(=O)c2ccccn2)c(OC)c1 (stereo unspecified)	2	2	-3	3	-1	-4	-3	0.3	-7	0
46	CC(=O)Nc1ccc(NC(=O)COc2ccccc2C(=O)Nc2cccc(Cl)c2Cl)cc1	-10	-5	-2	3	-1	1	8	0.7	0	-4
47	CCOc1ccc(NC(=O)NNC(=O)C(C)Oc2ccccc2OC)cc1 (stereo unspecified)	-7	-6	-9	1	1	-6	0	0.0	3	-1
48	CCCc1nnc(NC(=O)CCC(=O)N2CCN(Cc3cc(Cl)ccc3OC)CC2)s1	-6	6	9	1	2	-11	-10	0.3	5	2

Reprinted: nos. 37–45
#	Molecule	Tn6 DDE FP	Tn7 DDE FP	HGIII-sPLA2 inh	PLC-gamma1 inh	NR1D1 modulator	PLCb3 inh	ASAP1 inh	KLK7 zymogen act	ARFGAP1 inhibitor	UHRF1 MBD2 ctr
37	CSc1ccccc1NC(=O)CN(C)CC(=O)Nc1ccc(Cl)cc1[N+](=O)[O-]	-7	-6	-4	1	5	-4	-10	0.1	0	0
38	COc1ccnc(CN(C)C(=O)C2CCC(=O)N(Cc3cccc(C(F)(F)F)c3)C2)c1 (stereo unspecified)	4	0	5	-3	-2	-4	-1	-0.2	-3	-2
39	Cc1cc(C)nc(SCCC(=O)Nc2ccccc2Cl)n1	1	6	0	-2	5	-7	-2	0.0	-8	0
40	O=C(NCCN1CCOCC1)/C(=C/c1ccco1)NC(=O)c1ccccc1	5	1	3	-3	0	-6	-2	0.1	10	-5
41	CC(C)(C)c1ccc(OCC(=O)NNC(=O)Nc2ccccc2)cc1	0	3	-54	0	-4	-4	7	-0.4	17	0
42	COC(=O)c1ccc(/C=N/Nc2nc3ccccc3[nH]2)cc1	-9	-6	-6	-55	-3	-62	11	-0.1	-5	-2
43	Cc1nnc(NCC=Cc2ccccc2)s1	2	-8	7	6	3	6	-1	0.6	1	1
44	COc1ccc(N2CCN(C(=S)Nc3ccc(S(N)(=O)=O)cc3)CC2)cc1	9	9	2	0	0	2	-7	0.2	-2	-1
45	COc1ccc(C(C(=O)NC2CCCCC2)N(Cc2ccco2)C(=O)c2ccccn2)c(OC)c1 (stereo unspecified)	2	2	-3	3	-1	-4	-3	0.3	-7	0
